TRPC4 PAM: allosterically enhances the mouse TRPC4 cation channel | 310,000 compounds, 0.42% hits | B-score at 10 µM | HEK293 TRPC4beta/mu-opioid, DAMGO EC20, Fluo-4 Ca2+ flux; stronger effect = higher value | Q9QUQ5;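 active = B-score of calcium response area above 5 SD of library B-scores, with initial fluorescence ratio within 5 SD of library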;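 also: B-score of integrated fluorescence ratio over time as area under calcium response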
PolyA inhibitor: inhibitors of polyadenylation in S. cerevisiae; S. cerevisiae SKY197-pL101 polyadenylation reporter, beta-gal luminescence; efflux-impaired pdr1/pdr3 knockout yeast; score 100 = 6 SD above DMSO; 300,000 compounds, 0.02% hits; calls only at 12 µM;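 active = lowest replicate activity score at least 50, where 100 means six control SD above control mean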;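 also: yeast exposed to compound for 9 h at 30 °C; higher score means more reporter readthrough which indicates perturbed polyadenylation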
AI-2 QS mod: modulates the Vibrio harveyi AI-2 quorum sensing system; activity change, % at 7.5 µM; Vibrio harveyi JMH597 AI-2 luminescence/OD600 ratio, 9 h; stronger effect = lower value; strain lacks LuxN and CqsS sensors; 0 = neutral-control median; 300,000 compounds, 0.4% hits; in the data active = activity change below about -75%, passing the limit was not always enough;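 also: luminescence divided by OD600 gain over 9 h not by final OD600 alone; inactives centre near 13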
HIF act: HIF pathway transcriptional activation. U2OS HRE-luciferase reporter, luminescence; normalized: DMSO 0%, desferrioxamine 100%. activation, % at 7.5 µM (by protocol). 300,000 compounds, 0.32% hits;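 active = mean activation of at least 10% of the iron chelator positive control signal, with at least half of replicates also reaching 10%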
MrgX1 PAM: allosterically activates human MrgX1 receptor signaling; Q96LB2; MrgX1-HEK293, Fluo-4 calcium flux, FDSS; stronger effect = higher value; B-score at 10 µM; 310,000 compounds, 0.63% hits;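 active = plate-corrected calcium response at least 3 library SD above typical, normal starting fluorescence, not activating the receptor alone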;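 also: compound read alongside a low EC10 to EC30 dose of BAM8-22 agonist; peak minus trough fluorescence over baseline measured at the second addition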
Target sequence (Q96LB2 whole entry, looked up): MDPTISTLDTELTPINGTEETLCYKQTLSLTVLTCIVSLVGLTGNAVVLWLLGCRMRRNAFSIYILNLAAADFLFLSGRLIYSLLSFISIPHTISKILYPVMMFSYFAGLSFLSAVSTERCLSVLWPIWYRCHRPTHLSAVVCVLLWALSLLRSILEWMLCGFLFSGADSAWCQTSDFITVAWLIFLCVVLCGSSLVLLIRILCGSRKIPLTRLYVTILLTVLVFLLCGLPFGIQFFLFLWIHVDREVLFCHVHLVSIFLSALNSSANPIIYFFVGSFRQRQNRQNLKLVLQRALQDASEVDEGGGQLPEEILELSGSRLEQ
MrgX1 antagonist: human MrgX1 receptor antagonism, primary screen; 310,000 compounds, 1.3% hits; Q96LB2; MRGX1-HEK293 calcium flux, Fluo-4, BAM8-22 antagonism; stronger effect = lower value; B-score at 10 µM;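 active = calcium-response B-score plate-corrected more than 3 library SD below zero, starting fluorescence within 5 deviations, no agonist response on first addition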;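 also: peak minus trough fluorescence over baseline after final BAM8-22 challenge near maximal dose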
MrgX1 ag: activates human MrgX1 receptor signaling; B-score at 10 µM; MrgX1-HEK293 cells, Fluo-4 calcium fluorescence, agonist mode; stronger effect = higher value; 310,000 compounds, 0.44% hits; AID 588627; Q96LB2;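 active = calcium response B-score plate-corrected fluorescence ratio at least 3 library SD, with starting fluorescence B-score inside 5 SD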
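Material: MrgX1-expressing HEK293 cells / Dosing: compound as first of three additions / Incubation: overnight seeding, then 1 h dark dye loading / Signal: Fluo-4 NW calcium fluorescence / Evaluation: B-scored fluorescence response ratio / Benchmarks: positive and negative control wells on each plate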
TRPC6 act: activators of mouse TRPC6 channel. B-score at 10 µM. HEK293-TRPC6 membrane potential dye fluorescence; stronger effect = higher value. 310,000 compounds, 0.13% hits;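 active = B-score of the integrated fluorescence ratio above library mean plus 3 SD, and starting fluorescence ratio within library mean plus 5 SD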;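 also: higher score means more depolarization so channel activation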
TRPC4 agonist: opens the mouse TRPC4 cation channel; AID 2237; HEK293 TRPC4beta/mu-opioid, Fluo4 calcium fluorescence; stronger effect = higher value; 310,000 compounds, 0.49% hits; Q9QUQ5; B-score at 10 µM;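 active = B-score above 5 SD of library B-scores, and initial fluorescence ratio not above library mean plus 5 SD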;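 also: positive B-score marks a calcium rise read as TRPC4 activation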
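Assay system: HEK293 cells stably co-expressing mouse TRPC4beta and mu-opioid receptor / Timing: Fluo4 dye loading 45 min at room temperature, 110 s recording / Signal: Fluo4 calcium-sensitive dye fluorescence, kinetic, 1 Hz baseline / Read-out: integrated baseline-normalised fluorescence ratio, converted to per-well B score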
TRPC4 inh: blocks the mouse TRPC4 cation channel | Q9QUQ5 | AID 2247 | 300,000 compounds, 0.39% hits | B-score at 10 µM | HEK293 TRPC4beta/mu-opioid, DAMGO-evoked Fluo4 calcium flux; stronger effect = lower value;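 active = B-score over 3 SD under the library average, no early fluorescence shift, positive overall ratio signal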
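Signal: kinetic Fluo4 fluorescence imaging of calcium influx. Material: stable TRPC4beta/mu-opioid receptor HEK293 cells. Probe or stimulus: DAMGO in two steps, submaximal then maximal.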
TRPC6 inh: blocks the mouse TRPC6 cation channel; Q61143; 310,000 compounds, 1.1% hits; HEK293-TRPC6, membrane potential dye, ACh-evoked depolarization; stronger effect = lower value; B-score at 10 µM;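 active = B-score under library mean minus 3 SD, initial fluorescence not abnormally high, positive integrated signal ratio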;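 also: B-score derived from integrated fluorescence ratio over the kinetic read; more negative B-score means stronger inhibition of depolarization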
An asterisk follows results filed as active.

Results for CCC(C(=O)NCCc1c[nH]c2ccc(C)cc12)c1ccccc1 (configuration not stated) ?
TRPC4 PAM: inactive; PolyA inhibitor: inactive; AI-2 QS mod: -6; HIF act: -0.3; MrgX1 PAM: inactive; MrgX1 antagonist: inactive; MrgX1 ag: inactive; TRPC6 act: inactive; TRPC4 agonist: inactive; TRPC4 inh: inactive; TRPC6 inh: inactive

Results for Cc1ccc(C(=O)OCc2nc3ccsc3c(=O)[nH]2)o1 ?
TRPC4 PAM: inactive; PolyA inhibitor: inactive; AI-2 QS mod: 2; HIF act: -0.1; MrgX1 PAM: inactive; MrgX1 antagonist: inactive; MrgX1 ag: inactive; TRPC6 act: inactive; TRPC4 agonist: inactive; TRPC4 inh: inactive; TRPC6 inh: inactive

What do the screens show for `COc1cccc(C(=O)n2c(SC)nc3cc4c(cc32)OCCO4)c1`?
TRPC4 PAM: inactive; PolyA inhibitor: inactive; HIF act: 1.2; MrgX1 PAM: inactive; MrgX1 antagonist: inactive; MrgX1 ag: inactive; TRPC6 act: inactive; TRPC4 agonist: inactive; TRPC4 inh: inactive; TRPC6 inh: inactive

What do the screens show for `O=C(C1c2ccccc2C(=O)N2CCc3ccccc3C12)N1CCN(Cc2ccccc2)CC1` (configuration not stated)?
TRPC4 PAM: inactive; PolyA inhibitor: inactive; AI-2 QS mod: 26; HIF act: 0.2; MrgX1 PAM: inactive; MrgX1 antagonist: inactive; MrgX1 ag: inactive; TRPC6 act: inactive; TRPC4 agonist: inactive; TRPC4 inh: inactive; TRPC6 inh: inactive

Results for CCN(C(=O)COC(=O)c1oc2ccc(OC)cc2c1C)C1CCCCC1 ?
TRPC4 PAM: inactive; PolyA inhibitor: inactive; AI-2 QS mod: 8; HIF act: 0.3; MrgX1 PAM: inactive; MrgX1 antagonist: inactive; MrgX1 ag: inactive; TRPC6 act: inactive; TRPC4 agonist: inactive; TRPC4 inh: inactive; TRPC6 inh: inactive

Results for C=CCN1CN(Cc2ccco2)CNC1=S ?
TRPC4 PAM: inactive; PolyA inhibitor: inactive; AI-2 QS mod: 16; HIF act: -0.1; MrgX1 PAM: inactive; MrgX1 antagonist: inactive; MrgX1 ag: inactive; TRPC6 act: inactive; TRPC4 agonist: inactive; TRPC4 inh: inactive; TRPC6 inh: inactive

How did Cc1cccnc1NC(=O)c1ccc(S(=O)(=O)N2CCCCC2)cc1 do in these assays?
TRPC4 PAM: inactive; PolyA inhibitor: inactive; AI-2 QS mod: 15; HIF act: 0.0; MrgX1 PAM: inactive; MrgX1 antagonist: inactive; MrgX1 ag: inactive; TRPC6 act: inactive; TRPC4 agonist: inactive; TRPC4 inh: inactive; TRPC6 inh: inactive

How did Cc1cccc(C)c1NC1=NC(C)(C)N=C(N)N1 do in these assays?
TRPC4 PAM: inactive; PolyA inhibitor: inactive; AI-2 QS mod: 32; HIF act: -2.2; MrgX1 PAM: inactive; MrgX1 antagonist: inactive; MrgX1 ag: inactive; TRPC6 act: inactive; TRPC4 agonist: inactive; TRPC4 inh: inactive; TRPC6 inh: inactive

What do the screens show for `CCOC(=O)CSc1cc(CS(=O)c2ccc(Cl)cc2)nc(-c2ccccc2)n1` (configuration not stated)?
TRPC4 PAM: inactive; PolyA inhibitor: inactive; AI-2 QS mod: 21; HIF act: -0.2; MrgX1 PAM: inactive; MrgX1 antagonist: inactive; MrgX1 ag: inactive; TRPC6 act: inactive; TRPC4 agonist: inactive; TRPC4 inh: inactive; TRPC6 inh: inactive

What do the screens show for `CCCCNC(=O)OC(C)CNC(=O)OC` (configuration not stated)?
TRPC4 PAM: inactive; PolyA inhibitor: inactive; AI-2 QS mod: 19; HIF act: -0.1; MrgX1 PAM: inactive; MrgX1 antagonist: inactive; MrgX1 ag: inactive; TRPC6 act: inactive; TRPC4 agonist: inactive; TRPC4 inh: inactive; TRPC6 inh: inactive

Results for O=C(CNC(=S)N(CCCN1CCOCC1)Cc1cccs1)N1CCOCC1 ?
TRPC4 PAM: inactive; PolyA inhibitor: inactive; AI-2 QS mod: 11; HIF act: -0.1; MrgX1 PAM: inactive; MrgX1 antagonist: inactive; MrgX1 ag: inactive; TRPC6 act: inactive; TRPC4 agonist: inactive; TRPC4 inh: inactive; TRPC6 inh: inactive

Results for c1csc(-c2nnc(N3CCCCCC3)c3ccccc23)c1 ?
TRPC4 PAM: inactive; AI-2 QS mod: 36; HIF act: 0.8; MrgX1 PAM: inactive; MrgX1 antagonist: inactive; MrgX1 ag: inactive; TRPC6 act: inactive; TRPC4 agonist: inactive; TRPC4 inh: inactive; TRPC6 inh: inactive

What do the screens show for `O=C(CNC(=O)[C@@H]1Cc2ccccc2CN1)Nc1ccc2c(c1)OCCO2`?
TRPC4 PAM: inactive; PolyA inhibitor: inactive; AI-2 QS mod: 11; HIF act: 0.2; MrgX1 PAM: inactive; MrgX1 antagonist: inactive; MrgX1 ag: inactive; TRPC6 act: inactive; TRPC4 agonist: inactive; TRPC4 inh: inactive; TRPC6 inh: inactive

Results for C=CCNc1nc(NC(C)(C)CO)nc(OC)n1 ?
TRPC4 PAM: inactive; PolyA inhibitor: inactive; AI-2 QS mod: 3; HIF act: -0.3; MrgX1 PAM: inactive; MrgX1 antagonist: inactive; MrgX1 ag: inactive; TRPC6 act: inactive; TRPC4 agonist: inactive; TRPC4 inh: inactive; TRPC6 inh: inactive

What do the screens show for `CC(C)Oc1ccc(C(=O)NC2CCS(=O)(=O)C2)cc1` (configuration not stated)?
TRPC4 PAM: inactive; PolyA inhibitor: inactive; AI-2 QS mod: 6; HIF act: 0.3; MrgX1 PAM: inactive; MrgX1 antagonist: inactive; MrgX1 ag: inactive; TRPC6 act: inactive; TRPC4 agonist: inactive; TRPC4 inh: inactive; TRPC6 inh: inactive

What do the screens show for `CCCCC(=O)NC(c1ccc(Cl)cc1)c1ccc2cccnc2c1O` (configuration not stated)?
TRPC4 PAM: inactive; PolyA inhibitor: inactive; AI-2 QS mod: -31; HIF act: 86*; MrgX1 PAM: inactive; MrgX1 antagonist: inactive; MrgX1 ag: inactive; TRPC6 act: inactive; TRPC4 agonist: inactive; TRPC4 inh: inactive; TRPC6 inh: inactive

What do the screens show for `C=CCn1c(CC(=O)OC)csc1=Nc1ccc(C(C)=O)cc1`?
TRPC4 PAM: inactive; PolyA inhibitor: inactive; AI-2 QS mod: 19; HIF act: 2.2; MrgX1 PAM: inactive; MrgX1 antagonist: -5.2*; MrgX1 ag: inactive; TRPC6 act: inactive; TRPC4 agonist: inactive; TRPC4 inh: inactive; TRPC6 inh: inactive

Results for O=C(Nc1ccc(-c2nc3cccnc3s2)cc1)c1ccc(Br)o1 ?
TRPC4 PAM: inactive; PolyA inhibitor: inactive; AI-2 QS mod: 19; HIF act: 2.2; TRPC6 act: inactive; TRPC4 agonist: inactive; TRPC4 inh: inactive; TRPC6 inh: inactive

Results for C=CCN=C(CC)C1=C(O)CCCC1=O ?
TRPC4 PAM: inactive; PolyA inhibitor: inactive; AI-2 QS mod: 15; HIF act: -2.3; MrgX1 PAM: inactive; MrgX1 antagonist: inactive; MrgX1 ag: inactive; TRPC6 act: inactive; TRPC4 agonist: inactive; TRPC4 inh: inactive; TRPC6 inh: inactive

What do the screens show for `COc1cccc(OC)c1C(=O)NC(=S)Nc1ccc2c(c1)OCCO2`?
TRPC4 PAM: inactive; PolyA inhibitor: inactive; AI-2 QS mod: 41; HIF act: -0.4; MrgX1 PAM: inactive; MrgX1 antagonist: inactive; MrgX1 ag: inactive; TRPC6 act: inactive; TRPC4 agonist: inactive; TRPC4 inh: inactive; TRPC6 inh: inactive

How did COc1ccccc1N1CCN(C(=O)CN(Cc2ccccc2)S(C)(=O)=O)CC1 do in these assays?
TRPC4 PAM: inactive; PolyA inhibitor: inactive; AI-2 QS mod: 7; HIF act: -0.3; MrgX1 PAM: inactive; MrgX1 antagonist: inactive; MrgX1 ag: inactive; TRPC6 act: inactive; TRPC4 agonist: inactive; TRPC4 inh: inactive; TRPC6 inh: inactive

How did O=C(NC(=S)NCc1nc2ccccc2[nH]1)c1ccccc1F do in these assays?
TRPC4 PAM: inactive; PolyA inhibitor: inactive; AI-2 QS mod: 5; HIF act: 3.5; MrgX1 PAM: inactive; MrgX1 antagonist: inactive; MrgX1 ag: inactive; TRPC6 act: inactive; TRPC4 agonist: inactive; TRPC4 inh: inactive; TRPC6 inh: inactive

Results for N#CCCCSc1nnc(-c2ccc(Cl)cc2)n1-c1ccccc1 ?
TRPC4 PAM: inactive; PolyA inhibitor: inactive; AI-2 QS mod: 8; MrgX1 PAM: inactive; MrgX1 antagonist: inactive; MrgX1 ag: inactive; TRPC6 act: inactive; TRPC4 agonist: inactive; TRPC4 inh: inactive; TRPC6 inh: inactive

What do the screens show for `O=Cc1ccc(OCCN2CCCC2=O)cc1`?
TRPC4 PAM: inactive; PolyA inhibitor: inactive; AI-2 QS mod: 9; HIF act: -1.8; MrgX1 PAM: inactive; MrgX1 antagonist: inactive; MrgX1 ag: inactive; TRPC6 act: inactive; TRPC4 agonist: inactive; TRPC4 inh: inactive; TRPC6 inh: inactive

What do the screens show for `CCC(NC(=O)c1ccccc1NC(=O)c1ccco1)C(=O)NC1CCCCC1` (configuration not stated)?
TRPC4 PAM: inactive; PolyA inhibitor: inactive; AI-2 QS mod: 4; HIF act: 0.1; MrgX1 PAM: inactive; MrgX1 antagonist: inactive; MrgX1 ag: inactive; TRPC6 act: inactive; TRPC4 agonist: inactive; TRPC4 inh: inactive; TRPC6 inh: inactive

Random excerpt: 2 records from the list, in no set order.
How did COc1ccccc1N1CCN(C(=O)CN(Cc2ccccc2)S(C)(=O)=O)CC1 do in these assays?
TRPC4 PAM: inactive; PolyA inhibitor: inactive; AI-2 QS mod: 7; HIF act: -0.3; MrgX1 PAM: inactive; MrgX1 antagonist: inactive; MrgX1 ag: inactive; TRPC6 act: inactive; TRPC4 agonist: inactive; TRPC4 inh: inactive; TRPC6 inh: inactive

Results for N#CCCCSc1nnc(-c2ccc(Cl)cc2)n1-c1ccccc1 ?
TRPC4 PAM: inactive; PolyA inhibitor: inactive; AI-2 QS mod: 8; MrgX1 PAM: inactive; MrgX1 antagonist: inactive; MrgX1 ag: inactive; TRPC6 act: inactive; TRPC4 agonist: inactive; TRPC4 inh: inactive; TRPC6 inh: inactive

These rows are one share of the data; count on the stated rates, not on these rows.
